Kir21 inh: inhibitors of mouse Kir2.1 inward-rectifier potassium channel; P35561; HEK293-Kir2.1, FluxOR thallium flux fluorescence; hits give low values; B-score at 10 µM; actives 0.85% (n = 310,000); AID 1672;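 active = fluorescence ratio B-score at or below minus 3 SD of library scores, with starting-brightness B-score within 2 SD, cut at about -4.2 in these data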;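 also: channel flux triggered by added potassium and thallium sulfate stimulus; B-score of peak minus minimum fluorescence over baseline after thallium stimulus; more negative B-score means stronger Kir2.1 block with less thallium influx; some compounds called inactive have numbers as strong as hits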
Target sequence (P35561 whole entry, looked up): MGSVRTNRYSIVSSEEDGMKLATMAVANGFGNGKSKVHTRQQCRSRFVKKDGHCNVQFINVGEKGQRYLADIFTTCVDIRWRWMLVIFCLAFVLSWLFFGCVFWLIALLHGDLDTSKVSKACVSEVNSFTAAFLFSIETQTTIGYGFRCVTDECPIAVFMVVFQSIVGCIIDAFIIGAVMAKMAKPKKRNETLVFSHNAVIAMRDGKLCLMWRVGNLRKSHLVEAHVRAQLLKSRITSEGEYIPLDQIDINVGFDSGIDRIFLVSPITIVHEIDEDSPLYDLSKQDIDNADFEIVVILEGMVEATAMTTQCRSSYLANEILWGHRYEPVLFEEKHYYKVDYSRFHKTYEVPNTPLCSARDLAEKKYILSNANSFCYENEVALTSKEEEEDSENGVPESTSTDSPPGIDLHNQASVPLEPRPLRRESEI
CHT block: human CHT choline transport inhibition | Q9GZV3 | AID 488975 | CHT-expressing cells, membrane potential dye, choline response; hits give low values | B-score at 10 µM | actives 0.86% (n = 310,000);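 active = B-score over 3 SD under the library average, and starting fluorescence ratio not unusually high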;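 also: choline stimulus applied at its EC90 after an EC20 pre-addition; B-score computed on integrated fluorescence ratio after choline addition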
Target sequence (Q9GZV3 whole entry, looked up): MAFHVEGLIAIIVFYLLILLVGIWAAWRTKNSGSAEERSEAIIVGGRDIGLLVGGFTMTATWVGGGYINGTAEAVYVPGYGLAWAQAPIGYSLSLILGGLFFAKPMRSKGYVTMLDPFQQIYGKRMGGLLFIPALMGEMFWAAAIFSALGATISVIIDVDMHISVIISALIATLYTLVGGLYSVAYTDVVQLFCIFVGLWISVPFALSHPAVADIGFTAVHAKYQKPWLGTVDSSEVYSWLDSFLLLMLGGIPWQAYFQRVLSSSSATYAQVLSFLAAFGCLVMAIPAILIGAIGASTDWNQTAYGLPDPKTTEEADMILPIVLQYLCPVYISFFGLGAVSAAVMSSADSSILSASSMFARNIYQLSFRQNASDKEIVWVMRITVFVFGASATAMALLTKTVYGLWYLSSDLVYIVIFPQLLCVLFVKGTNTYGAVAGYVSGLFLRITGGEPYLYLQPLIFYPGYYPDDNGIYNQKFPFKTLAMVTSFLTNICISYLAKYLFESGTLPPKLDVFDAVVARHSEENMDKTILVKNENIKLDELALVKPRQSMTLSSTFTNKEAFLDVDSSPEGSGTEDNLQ
* hit, by the source's call; i = inactive; / = no result given; & = joins results of further samples.

SMILES	Kir21 inh	CHT block
O=C(Cc1ccc(NS(=O)(=O)c2ccc(F)cc2)cc1)NCc1ccccc1	-1.2	i
COc1ccc(-c2cccc(NS(=O)(=O)c3cc([N+](=O)[O-])ccc3Cl)c2)nn1	0.64	i
O=C(CC(=O)N/N=C/c1cccs1)NCc1ccccc1	0.94	i
Nc1nnc(SCC(=O)Nc2ccc(S(=O)(=O)N3CCOCC3)cc2)s1	-0.58	i
COc1ccc(C(=O)C(C)Oc2cccc(NC(=O)c3cccc([N+](=O)[O-])c3)c2)cc1 (stereo not given)	-0.08	i
N#CC1=C(N)OC2=C(CC/C2=C\c2ccc(F)cc2)C1c1ccc(F)cc1 (stereo not given)	-8	i
CCS(=O)(=O)N1CCC(C(=O)Nc2ccc3c(c2)CCC3)CC1	-0.67	i
COc1ccc(C)cc1N(CC(=O)Nc1ccc(S(=O)(=O)N2CCCC2)cc1)S(C)(=O)=O	1.1	i
O=C(NCCS(=O)(=O)N1CCN(c2ccccc2F)CC1)c1cc(=O)c2ccccc2o1	-0.01	i
O=C1CC(Nc2ccc(N3CCOCC3)cc2)C(=O)N1c1ccccc1 (stereo not given)	1.4	i
Cc1c(/C=N/NC(=O)c2cccnc2)c2ccccc2n1Cc1ccccc1	0.82	i
O=C(CC(c1ccccc1)c1ccccc1)Nc1ncn[nH]1	-1	i
O=C(NCc1ccccc1F)C1CCCN(C(=O)Nc2ccccc2)C1 (stereo not given)	0.48	i
Cc1csc(=O)n1CCC(=O)OCc1nnc(-c2ccccc2)o1	-1.4	i
CCc1cc2c(=O)[nH]c(-c3ccncc3)nc2s1	-0.78	i
CCCCN(C)C(=O)Cn1nc(-c2ccc(Cl)cc2)ccc1=O	0.1	i
CC(=O)c1cccc(NC(=O)NCCc2c[nH]c3ccccc23)c1	0.22	i
CCC1CN(C(=O)NCc2ccc(F)cc2)c2cc(C)ccc2O1 (stereo not given)	-1.9	i
CN(Cc1ccc(F)cc1)C(=O)CCc1nnc(-c2ccccc2)o1	-0.4	i
Clc1cccc(CNCC2CCCO2)c1Cl (stereo not given)	0.9	i
O=C(c1ccc(COc2c(F)c(F)cc(F)c2F)o1)N1CCN(c2ccc(Cl)cc2)CC1	-0.32	i
CCn1c(CCNC(=O)c2ccc(OC)cc2)nnc1SCc1ccc(Cl)cc1Cl	-3.3	i
C[C@H](NC(=O)[C@@H]1Cc2ccccc2CN1C(=O)OC(C)(C)C)C(=O)NC1CCCCC1	-1.1	i
CCCCN=C1C([N+](=O)[O-])=CC=C2C1=NC1(CCCCC1)N2O	1.3	i
O=c1[nH]c2ccc(S(=O)(=O)Nc3ccc(Br)cc3)cc2[nH]1	-0.62	i
O=NC1=C(c2c(O)[nH]c3ccccc23)CCCC1	-0.41	i
CCOC(=O)C1CCN(C(=O)CN2C(=O)c3cccnc3Oc3ccccc32)CC1	0.03	i
Cn1c(=O)[nH]c(=O)c2c1nc(NCCCO)n2CCOc1ccccc1	0.05	i
CCOC(=O)c1c(C)[nH]c(C(=O)CN2CC(C)OC(C)C2)c1C (stereo not given)	1.3	i
c1ccc(-c2cnnc(N3CCCCC3)n2)cc1	0.97	i
Cc1cc(NC(=O)CSc2nc(C(C)C)nc3sc4c(c23)CCCC4)no1	-0.14	i
COc1ccccc1C(C)NC(=O)CCOc1cccc(C)c1 (stereo not given)	0.38	i
COc1cc(NC(=O)CN2CCCCCC2)cc(OC)c1	0.96	i
CC(C)CC(c1nnnn1C(C)C)N1CCN(c2ccccc2)CC1 (stereo not given)	0.47	i
O=C(CN1C(=O)S/C(=C/c2cc(Br)cs2)C1=O)N1CCOCC1	-0.68	i
O=[N+]([O-])c1ccc(Nc2nc(N/N=C/c3cccc(F)c3)nc(N3CCCC3)n2)cc1	0.02	i
Cn1cnc([N+](=O)[O-])c1Sc1ccccc1	-0.01	i
Cn1c(C(=O)N2CCC(C(N)=O)CC2)cc2cc(Cl)ccc21	0.16	i
COc1ccc(Br)cc1C1N2CC3(C)CN1CC(C)(C2)C3=O (stereo not given)	-0.2	i
CC1(C)CC(=O)C2=C(C1)NC(=O)CC2c1cccc(F)c1 (stereo not given)	-0.87	i
CC(C)(C)C1CCc2c(sc(N)c2C(N)=O)C1 (stereo not given)	0.2	i
CC(=O)OC[C@H]1O[C@@H](Sc2cccc3cccnc23)[C@H](OC(C)=O)[C@@H](OC(C)=O)[C@@H]1OC(C)=O	-0.06	i
CCOc1ccc(-n2nnc3c(=O)n(C/C=C/c4ccccc4)cnc32)cc1	-2.7	i
Cc1ccc(/C=C2\CCC3=C2OC(N)=C(C#N)C3c2ccc(C)cc2)cc1 (stereo not given)	-1.6	i
Cc1ccc(S(=O)(=O)NCC(=O)N/N=C/c2ccc(Cl)cc2Cl)cc1	-0.85	i
O=C(O)c1ccccc1C(=O)c1cccs1	-1.1	i
CC(C)COc1ccc(C(=O)NC(=S)Nc2ccc(CN3CCOCC3)cc2)cc1	0.2	i
CCn1c(C)c(C(C)=O)c(N2CCN(c3ccccn3)CC2)nc1=S	2.3	i
CSCCC(Nc1ccc(S(=O)(=O)N2CCOCC2)cc1[N+](=O)[O-])C(=O)OCC(=O)N(C(C)C)C(C)C (stereo not given)	0.74	i
Clc1ccc(OCc2cn3cccnc3n2)c2ncccc12	0.49	/
CC(C)(C)NC(=O)CSc1nc(-c2ccccc2)cc(=O)[nH]1	-1.1	i
Cc1cc(CNC(=O)CCc2nnc(CCCCc3ccccc3)o2)nn1C	1.4	i
O=C(CSc1ccccn1)C12CC3CC(CC(C3)C1)C2	-0.29	i
Nc1nc2c(-c3ccc(Br)cc3)nnn2c2ccccc12	-0.55	i
COC(=O)c1c(NC(=O)c2cccs2)sc2c1CCC(C)C2 (stereo not given)	0.3	i
CN(Cc1ccccc1)C(=O)c1cc(S(=O)(=O)N2CCOCC2)cn1C	-0.73	i
CN/C(=C\[N+](=O)[O-])NCCSCc1csc(CN(C)C)n1	0.13	i
C/C=C/c1ccc(OCCN2CCc3ccccc3C2)c(OC)c1	-11*	i
COc1cc(OC)c(OC)cc1C#N	-0.54	i
COc1cc(-c2nnc(SC/C=C/c3ccccc3)n2N)cc(OC)c1OC	0.98	-5.2*

Seven of the compounds above, in CSV form:
smiles,Kir21 inh,CHT block
CC(C)COc1ccc(C(=O)NC(=S)Nc2ccc(CN3CCOCC3)cc2)cc1,0.2,i
CCn1c(C)c(C(C)=O)c(N2CCN(c3ccccn3)CC2)nc1=S,2.3,i
CSCCC(Nc1ccc(S(=O)(=O)N2CCOCC2)cc1[N+](=O)[O-])C(=O)OCC(=O)N(C(C)C)C(C)C (stereo not given),0.74,i
Clc1ccc(OCc2cn3cccnc3n2)c2ncccc12,0.49,/
CC(C)(C)NC(=O)CSc1nc(-c2ccccc2)cc(=O)[nH]1,-1.1,i
Cc1cc(CNC(=O)CCc2nnc(CCCCc3ccccc3)o2)nn1C,1.4,i
O=C(CSc1ccccn1)C12CC3CC(CC(C3)C1)C2,-0.29,i

Later entries:
SMILES	Kir21 inh	CHT block
COc1ccc(Cl)cc1NC(=O)CCNC(=O)Cn1ccc2ccccc2c1=O	-0.75	i
Cc1cc(=O)oc2cc(OC(=O)c3cncc(Br)c3)ccc12	-0.67	i
Cc1ccccc1NC(=O)c1ccc(C)c(S(=O)(=O)NCc2cccnc2)c1	-0.79	-7.2*
O=C(Cc1ccc(Nc2nc3ccc(Br)cc3[nH]2)cc1)NCCc1cccs1	0.13	i
CCCCNS(=O)(=O)c1ccc(NC(=O)c2c(-c3ccccc3Cl)noc2C)cc1	-0.08	-5*
COc1ccccc1CNC(=O)C(=O)NCC1OCCN1C(=O)c1ccc(Cl)cc1 (stereo not given)	-1.2	i
CCC(=O)n1nc(-c2ccc(OC)cc2)nc1N	-0.41	i
CC(C)(C)c1cc(C(=O)O)n(Cc2ccc(Cl)cc2Cl)n1	-1.3	i
COc1ccccc1CCNC(=O)c1cc(-c2ccccn2)nc2ccc(Br)cc12	0.1	i
CCOc1nnc(C)c2c(C)n(-c3cccc(Cl)c3)nc12	-1.9	i
CCN(CC)CCCNC(=S)N(Cc1cccnc1)Cc1cc2cc(C)cc(C)c2[nH]c1=O	-0.16	i
O=C(c1ccccc1)c1c[nH]c2cc3c(cc2c1=O)OCO3	-0.88	/
CN(C)CCNc1nc2c(c(=O)[nH]c(=O)n2C)n1CCOc1ccccc1	-1.7	i
NCc1ccccc1COc1ccccc1	0.01	i
CC(C)(C)NC(=O)COC(=O)c1ccc(O)cc1	2.7	i
CCOC(=O)C/C(C)=N/NC(=O)Nc1ccccc1	-0.02	i
COCCNC(=O)C1CCN(S(=O)(=O)c2c(C)noc2/C=C/c2cccs2)CC1	-0.76	i
CC(=O)Nc1ccccc1OCc1nnc(-c2ccccc2Cl)o1	-0.78	i
O=C(CNC(=O)N1CC(=O)Nc2ccccc21)Nc1cccc(F)c1	1.2	i
Cc1cc(NC2C3CC4CC(C3)CC2C4)n2ncnc2n1 (stereo not given)	0.75	i
O=C(Nc1ccc(F)cc1F)c1ccc(-n2cccn2)c([N+](=O)[O-])c1	2.1	i
CC1CCN(C(=O)C(Cc2ccccc2)NS(=O)(=O)c2ccc3c(c2)oc(=O)n3C)CC1 (stereo not given)	/	i
Cc1cccc(NC(=O)COC(=O)c2ccc3c(=O)n4c(nc3c2)CCC4)c1	1.9	i
CS(=O)(=O)N(Cc1ccc(Cl)cc1)c1ccc(C(=O)N/N=C/c2cc3ccccc3nc2Cl)cc1	-0.85	i
COC(=O)c1c(-c2c(Cl)cccc2Cl)noc1NC(=O)NN1CCCCC1	0.05	i
Cc1cccc(CN2CCN(CC(=O)NCc3cccs3)C2=O)c1	0.37	i
CCN(C(=O)COC(=O)c1cccnc1Nc1ccccc1F)C1CCS(=O)(=O)C1 (stereo not given)	0	i
COc1ccc(NC(=O)C2CCCN(S(=O)(=O)c3ccccc3)C2)c(OC)c1 (stereo not given)	-1.3	i
O=C(CN1CCN(c2ccccc2)CC1)NCc1ccc(F)cc1	1.1	i
CCC(=O)c1cc(-c2nc3ccccc3n2C)n(C)c1	0.03	i
Cc1cc(OCC(=O)Nc2cc(C(C)(C)C)on2)ccc1[N+](=O)[O-]	1.3	i
Cn1c(=O)n(C)c2cc(/C=N/NC(N)=S)ccc21	-1.5	i
Cc1ccc(NC(=O)CN2C(=O)N/C(=C\c3cccnc3)C2=O)cc1	0.19	i
CC(=O)c1ccc(OC(C)C)c(CSC(=N)N)c1	-1.8	i
CCn1c(SCC(N)=O)nnc1-c1ccc(OC)c(OC)c1	0.12	i
Cc1c(NC(=O)C(C)OC(=O)CCOc2ccccc2)c(=O)n(-c2ccccc2)n1C (stereo not given)	-0.81	i
Cc1cccc(C)c1NC(=O)COC(=O)CCc1ccc(S(=O)(=O)N2CCCCC2)cc1	0.01	i
COc1ccc(-c2cc(C(=O)Nc3ccc(S(=O)(=O)Nc4onc(C)c4C)cc3)c3ccccc3n2)cc1	0.13	i
CCOC(=O)CC(=O)CSc1nc2c(c(-c3cccs3)c1C#N)CCC2	0.81	i
Cc1c(C=N)c(O)n(C)c(=O)c1C#N	1.2	i
CCN(CC)S(=O)(=O)c1ccc2c(c1)nc(SCc1nc3ccsc3c(=O)[nH]1)n2CC	-0.09	i
C(=N\N1CCN(Cc2cccc3ccccc23)CC1)/c1ccco1	1.5	i
CC1CC(C)CN(S(=O)(=O)c2ccc(F)c(C(=O)Nc3ccc(Cl)cc3F)c2)C1 (stereo not given)	-0.54	i
CCN(CC)c1ccc(NC2CC(=O)N(CCc3ccc(OC)cc3)C2=O)cc1 (stereo not given)	-0.02	i
CCC(=O)c1ccc(OCC(=O)O)cc1	0.82	/

Reprinted from the part before: three entries, followed by the next part.
SMILES	Kir21 inh	CHT block
CC1CC(C)CN(S(=O)(=O)c2ccc(F)c(C(=O)Nc3ccc(Cl)cc3F)c2)C1 (stereo not given)	-0.54	i
CCN(CC)c1ccc(NC2CC(=O)N(CCc3ccc(OC)cc3)C2=O)cc1 (stereo not given)	-0.02	i
CCC(=O)c1ccc(OCC(=O)O)cc1	0.82	/
O=C(O)CCCNC(=O)C(c1ccccc1)c1ccccc1	-0.52&-1.8	i
Cc1ccc(S(=O)(=O)Nc2nc3cc(C)c(C)cc3[nH]2)cc1	1.8	i
COc1ccccc1-n1cc(-c2ccc(C)cc2)[nH]c1=S	1.1	i
CC(=O)c1cc(CN2CCCCC2)cc(OC(C)C)c1	-1.2	i
O=C(c1ccc(=O)[nH]c1)N(Cc1ccco1)C1(C(=O)NC2CCCC2)CCCCC1	1.5	i
CC1(C)Cc2c(sc3nc(=S)[nH]c(N)c23)CO1	1.1	i
CCOC(=O)N1CCC(NC(=O)c2oc3c(c2C)-c2[nH]ncc2CC3)CC1	-0.28	i
O=S(=O)(NCCN1CCCC1)c1cccc2cccnc12	0.22	i
O=C(Nc1cccc(-c2nc3ccccc3[nH]2)c1)c1cccc(NC(=O)c2ccco2)c1	0.06	i
CC(C)(C)c1cc(NC(=O)Nc2ccc(Br)cc2Cl)no1	0.02	i
COC(=O)c1nn(-c2ccccc2)c(-c2ccccc2)c1C(=O)c1ccccc1	0.41	i
Cc1sc(NC(=O)/C=C/c2ccco2)c(C(=O)O)c1C	0.28	i
CCOC(=O)c1ccc(N2CSC3=C(C#N)C(c4cccs4)CC(=O)N3C2)cc1 (stereo not given)	0.87	i
O=C(NCCN1CCOCC1)c1cc2cc(Br)ccc2oc1=O	-0.63	i
C/C(O)=C(/C#N)c1nc2ccccc2[nH]1	0.02	i
COc1ccc(CCNc2ccc(C(CC(N)=O)NC(=O)Cc3ccc(Br)cc3)cc2[N+](=O)[O-])cc1 (stereo not given)	0.75	i
COc1ccc(-c2noc(-c3ccccc3-c3ccccc3)n2)cc1	2.5	i
O=C(CN1CCN(S(=O)(=O)/C=C/c2ccccc2)CC1)NCC(F)(F)F	0.39	i
